High-throughput results: PubChem, Broad Institute
T cruzi HTS: intracellular Trypanosoma cruzi inhibition | AID 651903 | 4.9% of 22,000 active | activity score (inhibition), % at 5.01 µM | intracellular Trypanosoma cruzi in host cells, plate reader; in the data active = activity score above about 55%;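 note: parasites and compound incubated about four days before reading; 0% = median of neutral control wells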
INS-1E ATP HTS: rescue of cytokine-induced death in INS-1E beta cells | INS-1E cytokine-induced death, ATP luminescence, 48 h; normalised: neutral wells 0, positive control 100 | protection from cytokine-induced ATP loss, % at 10 µM | 0.1% of 20,000 active | AID 488910;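 active = mean replicate protection from cytokine-induced ATP loss at least 50% and at least 75% of replicates each reaching 50%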
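Material: INS-1E rat cells; Quantity: 8000 cells/well; Buffer or medium: phenol-red-free RPMI with 5% fetal bovine serum; Probe or stimulus: cytokine cocktail of IFN-γ, TNF-α and IL-1β; Compound dosing: single test concentration per compound, delivered by pin transfer; Incubation: 48 h co-treatment, 10 min post-lysis read; Signal: CellTiter-Glo luminescence.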
* marks the source's active call; other numbers are inactive results; . = not tested or not shown.

canonical_smiles,T cruzi HTS,INS-1E ATP HTS
C[C@@H]1CN([C@H](C)CO)C(=O)c2cc(NS(=O)(=O)c3cn(C)cn3)ccc2O[C@H]1CN(C)Cc1ccccc1,-8.3,6.1
CNC[C@H]1Oc2ccc(NC(=O)CCC(F)(F)F)cc2C(=O)N([C@@H](C)CO)C[C@@H]1C,-3.2,.
C[C@@H]1CN([C@@H](C)CO)C(=O)Cc2cc(NC(=O)Nc3ccc(F)cc3)ccc2O[C@@H]1CN(C)C(=O)Nc1ccc2c(c1)OCO2,-3.9,5.0
C[C@@H]1CN([C@@H](C)CO)C(=O)CCCn2nncc2CO[C@H]1CN(C)S(=O)(=O)c1cccc(F)c1,-22.1,.
CNC[C@H]1Oc2ccc(NC(=O)Nc3cccc4ccccc34)cc2CC(=O)N([C@H](C)CO)C[C@H]1C,-4.2,7.1
C[C@H]1CN([C@@H](C)CO)C(=O)c2cccc(NC(=O)Nc3ccc4c(c3)OCO4)c2O[C@@H]1CN(C)C(=O)Nc1ccc(F)cc1,-8.9,3.1
Cc1noc(C)c1S(=O)(=O)Nc1ccc2c(c1)CC(=O)N([C@H](C)CO)C[C@@H](C)[C@H](CN(C)C(=O)Nc1ccc(C(F)(F)F)cc1)O2,0.3,2.5
COc1cc(/C=N/NC(=O)CCCCC(=O)NO)c(Br)cc1O,-4.6,3.9
Cc1noc(C)c1NC(=O)Nc1ccc2c(c1)C(=O)N([C@@H](C)CO)C[C@H](C)[C@@H](CN(C)C(=O)Nc1ccc3c(c1)OCO3)O2,-21.3,1.5
Cc1ccc(S(=O)(=O)Nc2ccc3c(c2)C(=O)N([C@H](C)CO)C[C@H](C)[C@H](CN(C)S(=O)(=O)c2ccc(F)cc2)OCCCC[C@@H](C)O3)cc1,29.0,-9.1
C[C@@H]1CN([C@H](C)CO)C(=O)c2cc(NC(=O)Nc3cccc4ccccc34)ccc2O[C@@H]1CN(C)C(=O)NC1CCCCC1,3.5,-5.1
C[C@H](CO)N1C[C@H](C)[C@H](CN(C)Cc2ccc3c(c2)OCO3)Oc2c(NC(=O)c3ccncc3)cccc2C1=O,63.6*,-0.7
COc1ccc(C#Cc2cnc3c(c2)C(=O)N([C@H](C)CO)C[C@H](C)[C@H](CN(C)S(=O)(=O)c2cccc(F)c2)O3)cc1OC,41.7,-13.7
C[C@H]1CN([C@@H](C)CO)C(=O)Cc2cc(NS(=O)(=O)c3ccccc3)ccc2O[C@@H]1CN(C)Cc1ccc2c(c1)OCO2,29.8,-2.9
Cc1noc(C)c1S(=O)(=O)Nc1ccc2c(c1)C(=O)N([C@H](C)CO)C[C@H](C)[C@H](CN(C)C(=O)NC1CCCCC1)O2,-9.1,7.9
C[C@@H]1CN([C@@H](C)CO)C(=O)c2cc(NC(=O)C3CCCCC3)ccc2O[C@@H]1CN(C)Cc1ccc(Oc2ccccc2)cc1,3.0,-40.9
C[C@@H]1CN([C@@H](C)CO)C(=O)c2cc(NC(=O)Nc3ccc(C(F)(F)F)cc3)ccc2O[C@H]1CN(C)C(=O)NC1CCCCC1,-9.4,-1.1
C[C@@H]1CN([C@@H](C)CO)C(=O)CCCn2nncc2CO[C@@H]1CN(C)S(=O)(=O)c1ccccc1F,-1.7,.
C[C@H]1CN([C@@H](C)CO)C(=O)CCCn2cc(nn2)CO[C@@H]1CN(C)S(=O)(=O)c1ccc(-n2cccn2)cc1,-6.8,.
C[C@H](CO)N1C[C@H](C)[C@@H](CN(C)Cc2ccc(-c3ccccc3)cc2)Oc2c(NC(=O)Nc3ccc(F)cc3)cccc2C1=O,46.1,-18.7
Cc1noc(C)c1NC(=O)N(C)C[C@@H]1Oc2ccc(NS(=O)(=O)c3cn(C)cn3)cc2C(=O)N([C@@H](C)CO)C[C@H]1C,-14.9,1.9
C[C@@H]1CN([C@H](C)CO)C(=O)c2cc(NC(=O)Nc3ccc4c(c3)OCO4)ccc2O[C@H]1CN(C)C(=O)Nc1cccc2ccccc12,-27.1,3.9
C[C@@H]1CN([C@@H](C)CO)C(=O)c2cc(NC(=O)Nc3cccc4ccccc34)ccc2O[C@H]1CN(C)C(=O)NC1CCCCC1,2.4,8.3
C[C@@H]1CN([C@@H](C)CO)C(=O)c2cccc(NC(=O)C3CCOCC3)c2O[C@@H]1CN(C)S(=O)(=O)c1ccc(F)cc1,47.5,4.6
C[C@H](CO)N1C[C@H](C)[C@@H](CN(C)Cc2cccc(C(F)(F)F)c2)OCc2cnnn2CCCC1=O,21.4,.
C[C@@H]1CN([C@H](C)CO)C(=O)c2cc(NC(=O)C3CCCCC3)ccc2O[C@H]1CN(C)S(C)(=O)=O,-4.5,1.8
COc1ccc(CN(C)C[C@H]2Oc3ccc(NC(=O)CCC(F)(F)F)cc3CC(=O)N([C@@H](C)CO)C[C@H]2C)cc1,-10.8,-1.7
Cc1noc(C)c1NC(=O)Nc1ccc2c(c1)C(=O)N([C@@H](C)CO)C[C@H](C)[C@@H](CN(C)C(=O)Nc1c(C)noc1C)O2,-13.0,3.5
Cc1noc(C)c1S(=O)(=O)Nc1ccc2c(c1)C(=O)N([C@H](C)CO)C[C@H](C)[C@H](CN(C)CC1CCCCC1)OCCCC[C@@H](C)O2,-30.5,-7.6
C[C@@H]1CN([C@@H](C)CO)C(=O)c2cccc(NC(=O)Nc3ccccc3)c2O[C@@H]1CN(C)C(=O)Nc1ccccc1,-30.1,-0.1
C[C@H]1CN([C@@H](C)CO)C(=O)c2cc(NS(=O)(=O)c3ccc(F)cc3)ccc2O[C@H]1CN(C)Cc1ccccc1,12.6,1.3
C[C@H](CO)N1C[C@H](C)[C@H](CN(C)C(=O)Nc2cccc3ccccc23)Oc2ccc(NC(=O)C3CC3)cc2CC1=O,-4.2,2.5
C[C@@H]1CN([C@H](C)CO)C(=O)Cc2cc(NC(=O)Nc3ccccc3)ccc2O[C@@H]1CN(C)Cc1ccccc1,5.0,-1.9
COc1cc(Br)cc(/C=N/NC(=O)CCCCCC(=O)Nc2ccccc2O)c1O,33.6,-6.8
C[C@H]1CN([C@@H](C)CO)C(=O)c2cc(NC(=O)C3CCCCC3)ccc2O[C@H]1CN(C)S(=O)(=O)c1ccc(F)cc1,5.2,-4.6
C[C@H](CO)N1C[C@H](C)[C@H](CN(C)S(C)(=O)=O)Oc2ncc(-c3cccc(F)c3)cc2C1=O,7.2,.
Cc1ccc(S(=O)(=O)N(C)C[C@H]2Oc3ccc(NS(=O)(=O)c4ccccc4)cc3CC(=O)N([C@@H](C)CO)C[C@H]2C)cc1,57.7*,-6.1
C[C@@H]1CN([C@@H](C)CO)C(=O)c2cccc(NC(=O)Nc3ccc4c(c3)OCO4)c2O[C@H]1CN(C)C(=O)Nc1ccc(C(F)(F)F)cc1,-16.4,-1.2
C[C@@H]1CN([C@@H](C)CO)C(=O)c2cccc(NC(=O)c3ccncc3)c2O[C@H]1CN(C)S(=O)(=O)c1ccccc1,-33.9,13.6
CNC[C@@H]1Oc2c(NC(=O)c3ccc(-c4nccs4)cc3)cccc2C(=O)N([C@@H](C)CO)C[C@@H]1C,-0.4,3.4
COc1ccc(S(=O)(=O)N(C)C[C@H]2OCc3cn(nn3)CCCC(=O)N([C@H](C)CO)C[C@@H]2C)cc1,-4.0,.
C[C@H]1CN([C@@H](C)CO)C(=O)Cc2cc(NC(=O)Nc3ccc(F)cc3)ccc2O[C@@H]1CN(C)Cc1ccc(C(=O)Nc2ccccc2N)cc1,33.0,5.8
C[C@H]1CN([C@@H](C)CO)C(=O)Cc2cc(NS(=O)(=O)c3ccccc3)ccc2O[C@H]1CN(C)C(=O)NC1CCCCC1,0.9,4.8
O=C(N/N=C/c1cc(Br)cc(Br)c1O)c1ccccc1O,83.1*,-125.3
C[C@H](CO)N1C[C@H](C)[C@H](CN(C)C)Oc2ncc(C#CCN(C)C)cc2C1=O,-14.8,.
COc1ccc(S(=O)(=O)N(C)C[C@@H]2Oc3ccc(NS(C)(=O)=O)cc3C(=O)N([C@H](C)CO)C[C@@H]2C)cc1,4.5,.
COc1ccc(S(=O)(=O)Nc2cccc3c2O[C@H](CN(C)C(=O)NC2CCCCC2)[C@H](C)CN([C@@H](C)CO)C3=O)cc1,31.0,7.5
Cc1noc(C)c1S(=O)(=O)Nc1cccc2c1O[C@@H](CN(C)Cc1ccc(C(=O)Nc3ccccc3N)cc1)[C@@H](C)CN([C@H](C)CO)C2=O,41.8,-1.8
COc1ccc(S(=O)(=O)Nc2ccc3c(c2)C(=O)N([C@H](C)CO)C[C@H](C)[C@H](CN(C)C(=O)Nc2c(C)noc2C)O3)cc1,3.6,-10.6
C[C@@H]1CN([C@@H](C)CO)C(=O)c2cccc(NC(=O)NC3CCCCC3)c2O[C@@H]1CN(C)S(=O)(=O)c1ccc(F)cc1,10.6,-21.1
CC(C)OC(=O)N(C)C[C@@H]1OCc2cnnn2CCCC(=O)N([C@H](C)CO)C[C@@H]1C,-6.2,.
C[C@@H]1CN([C@@H](C)CO)C(=O)c2cc(NS(=O)(=O)c3ccc(Cl)cc3)ccc2O[C@@H]1CN(C)CC1CC1,-9.8,-7.6
C[C@H](CO)N1C[C@H](C)[C@@H](CN(C)Cc2ccc(Oc3ccccc3)cc2)Oc2c(NC(=O)c3ccncc3)cccc2C1=O,65.7*,-2.4
C[C@@H]1CN([C@H](C)CO)C(=O)Cc2cc(NC(=O)Nc3ccc(C(F)(F)F)cc3)ccc2O[C@@H]1CN(C)Cc1ccc(C(F)(F)F)cc1,68.0*,-65.4
C[C@H]1CN([C@@H](C)CO)C(=O)c2cc(NS(=O)(=O)c3cn(C)cn3)ccc2O[C@@H]1CN(C)Cc1ccc(Oc2ccccc2)cc1,4.4,-10.9
C[C@@H]1CCCCO[C@H](CN(C)C)[C@@H](C)CN([C@H](C)CO)C(=O)c2cc(NS(=O)(=O)c3ccc(Cl)cc3)ccc2O1,-9.4,12.4
C[C@H]1CN([C@@H](C)CO)C(=O)Cc2cc(NC(=O)CCCCCC(=O)Nc3ccccc3N)ccc2O[C@@H]1CN(C)S(=O)(=O)c1ccc(Cl)cc1,-4.1,-0.5
CC(C)NC(=O)N(C)C[C@H]1Oc2ccc(NC(=O)CCCCCC(=O)Nc3ccccc3N)cc2CC(=O)N([C@H](C)CO)C[C@H]1C,-57.2,3.8
C[C@H]1CN([C@@H](C)CO)C(=O)c2cccc(NS(=O)(=O)c3cccs3)c2O[C@@H]1CN(C)S(=O)(=O)c1ccccc1,12.1,0.6
C[C@H](CO)N1C[C@H](C)[C@H](CN(C)Cc2ccncc2)Oc2ccc(NC(=O)Cn3cnnn3)cc2CC1=O,-17.4,8.0

3 records picked at random from the list so far, as already listed:
canonical_smiles,T cruzi HTS,INS-1E ATP HTS
COc1ccc(S(=O)(=O)Nc2cccc3c2O[C@H](CN(C)C(=O)NC2CCCCC2)[C@H](C)CN([C@@H](C)CO)C3=O)cc1,31.0,7.5
C[C@H]1CN([C@@H](C)CO)C(=O)c2cc(NC(=O)C3CCCCC3)ccc2O[C@H]1CN(C)S(=O)(=O)c1ccc(F)cc1,5.2,-4.6
C[C@H](CO)N1C[C@H](C)[C@H](CN(C)S(C)(=O)=O)Oc2ncc(-c3cccc(F)c3)cc2C1=O,7.2,.

The results go on:
canonical_smiles,T cruzi HTS,INS-1E ATP HTS
C[C@H](CO)N1C[C@H](C)[C@H](CN(C)S(C)(=O)=O)Oc2ccc(NC(=O)Nc3ccccc3)cc2C1=O,-16.9,5.4
COc1ccc(S(=O)(=O)Nc2ccc3c(c2)C(=O)N([C@H](C)CO)C[C@H](C)[C@H](CN(C)Cc2ccc(C(F)(F)F)cc2)O3)cc1,24.5,.
C[C@H](CO)N1C[C@H](C)[C@@H](CN(C)C)Oc2c(NS(=O)(=O)c3cn(C)cn3)cccc2C1=O,-19.9,1.2
C[C@@H]1CN([C@H](C)CO)C(=O)c2cc(NC(=O)NC3CCCCC3)ccc2O[C@H]1CN(C)S(=O)(=O)c1cccs1,-7.1,.
O=C(NO)c1ccc(C(=O)N/N=C/c2ccc(O)cc2)cc1,0.9,1.4
C[C@@H]1CCCCO[C@@H](CN(C)Cc2ccc(C(F)(F)F)cc2)[C@@H](C)CN([C@H](C)CO)C(=O)c2cc(NS(C)(=O)=O)ccc2O1,20.9,-5.3
CC(C)NC(=O)N(C)C[C@@H]1Oc2c(NS(=O)(=O)c3ccc(F)cc3)cccc2C(=O)N([C@@H](C)CO)C[C@@H]1C,-0.8,8.1
C[C@@H]1CN([C@@H](C)CO)C(=O)CCCn2cc(nn2)CO[C@H]1CN(C)S(=O)(=O)c1ccc(F)cc1,-7.5,.
C[C@@H]1CN([C@H](C)CO)C(=O)c2cc(N(C)C)ccc2O[C@H]1CN(C)Cc1ccc(C(=O)O)cc1,-20.0,5.4
COc1ccc(CN(C)C[C@H]2Oc3c(NC(=O)c4ccc(-c5nccs5)cc4)cccc3C(=O)N([C@@H](C)CO)C[C@H]2C)cc1,8.7,-18.5

Part of the list above in order of molar mass, low to high:
canonical_smiles,T cruzi HTS,INS-1E ATP HTS
C[C@@H]1CN([C@H](C)CO)C(=O)c2cc(N(C)C)ccc2O[C@H]1CN(C)Cc1ccc(C(=O)O)cc1,-20.0,5.4
C[C@@H]1CN([C@@H](C)CO)C(=O)CCCn2cc(nn2)CO[C@H]1CN(C)S(=O)(=O)c1ccc(F)cc1,-7.5,.
COc1ccc(S(=O)(=O)Nc2ccc3c(c2)C(=O)N([C@H](C)CO)C[C@H](C)[C@H](CN(C)Cc2ccc(C(F)(F)F)cc2)O3)cc1,24.5,.

A portion of the library; the hit share may differ from the screen's.
